# APOBEC3A inh: APOBEC3A ssDNA deaminase inhibitors, primary screen, selectivity assay for APOBEC3G inhibitor project, biochemical, FAM/TAMRA oligo cleavage fluorescence; DNA dC->dU-editing enzyme APOBEC-3A (Homo sapiens), P31941; recombinant A3A, FAM/TAMRA ssDNA deamination fluorescence; inhibition, % at 20 µM; 0.41% of 330,000 active; AID 493011, 2011;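 active = at least 40% inhibition at 20 µM here, with at most 30% in a related deaminase screen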;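 note: plate controls were A3A with DMSO for no effect and wells lacking A3A enzyme for full effect; some results filed as inactive read as strong as hits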
# Target sequence (P31941 whole entry, looked up): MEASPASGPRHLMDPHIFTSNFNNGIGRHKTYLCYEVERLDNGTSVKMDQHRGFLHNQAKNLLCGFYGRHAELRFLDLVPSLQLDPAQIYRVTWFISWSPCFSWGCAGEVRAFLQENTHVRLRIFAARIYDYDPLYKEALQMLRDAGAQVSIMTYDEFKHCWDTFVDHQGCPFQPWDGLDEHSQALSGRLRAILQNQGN
# hIAP inh: human IAP inhibitors, primary screen, biochemical, luminescence, uHTS; 0.12% of 330,000 active; AID 2544, 2010; purified IAP, CDP-Star luminescence, 30 min; inhibition, % at 10 µM;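 active = inhibition reaching a set limit with compound at 10 µM in the primary screen, cut at about 35% in these data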;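 note: plate controls were DMSO wells with enzyme for no effect and no-enzyme buffer wells for full effect; values of inactives mirror those of a sister screen read the other way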
# Target sequence (P09923 whole entry, looked up): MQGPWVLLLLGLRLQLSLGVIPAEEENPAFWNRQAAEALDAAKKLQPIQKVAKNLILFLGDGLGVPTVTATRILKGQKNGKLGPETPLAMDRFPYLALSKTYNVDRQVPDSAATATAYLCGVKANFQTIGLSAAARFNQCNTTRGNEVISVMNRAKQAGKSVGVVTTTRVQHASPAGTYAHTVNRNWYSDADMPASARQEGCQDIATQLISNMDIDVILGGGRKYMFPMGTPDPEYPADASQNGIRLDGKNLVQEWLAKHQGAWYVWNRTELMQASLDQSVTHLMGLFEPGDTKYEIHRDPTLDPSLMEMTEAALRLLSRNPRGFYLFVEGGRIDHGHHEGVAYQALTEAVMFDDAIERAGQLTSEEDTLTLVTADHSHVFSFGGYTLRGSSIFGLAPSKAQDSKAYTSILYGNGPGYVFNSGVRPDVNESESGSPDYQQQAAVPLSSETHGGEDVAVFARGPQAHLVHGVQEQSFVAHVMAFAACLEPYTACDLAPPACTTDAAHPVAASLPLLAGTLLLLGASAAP
# ATG4B inhibitor: ATG4B protease inhibitors, primary screen, biochemical, fluorescence, uHTS; ATG4B cleavage of LC3-PLA2, NBD-HPC fluorescence, 1 h; inhibition, % at 8.33 µM; 0.51% of 340,000 active; in the data active = inhibition above about 40%
# MPTP inh: mitochondrial permeability transition pore inhibitors, primary screen, biochemical, isolated mouse mitochondria, absorbance | 1.4% of 360,000 active | AID 602449, 2012 | inhibition, % at 10 µM | Ca2+ swelling absorbance, 30 min;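 active = inhibition of 50% or more, scaled per plate between neutral and stimulator controls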;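 note: 0% = DMSO wells given calcium and 100% = 1 mM EGTA wells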
# mIAP act: activators of mouse IAP, primary screen, biochemical, luminescence, uHTS; intestinal alkaline phosphatase [Mus musculus]; muIAP, CDP-Star luminescence, 30 min; active compounds read high; 1 = vehicle-only enzyme signal, 0 = enzyme-free wells; activation factor at 10 µM; 0.24% of 330,000 active; AID 2805, 2010;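 active = activation factor of at least 2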; note: the source names both 10 and 20 µM as test concentration; values of inactives mirror those of a sister screen read the other way
#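 Assay system: mouse IAP enzyme / Compound: DMSO-dissolved test compounds / Timing: 30 min, room temperature / Measured by: luminescence from enzymatic CDP-Star hydrolysis / Control set: DMSO-only wells, enzyme-free buffer wells as negative control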
# hIAP act: human IAP activators, primary screen, biochemical, luminescence, uHTS; Intestinal-type alkaline phosphatase (Homo sapiens), P09923; purified human IAP, CDP-Star luminescence, 30 min; active compounds read high; 1 = vehicle-only enzyme, 0 = enzyme-free background; activation factor at 10 µM; 0.16% of 330,000 active; AID 2524, 2010;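 active = activation factor of the enzyme at least 2-fold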; note: the source names both 10 and 20 µM as test concentration; values of inactives mirror those of a sister screen read the other way
# MIN6 prolif: inducers of MIN6 beta-cell proliferation, primary screen, ATP luminescence, uHTS; MIN6 cells proliferation, ATPlite luminescence, 48 h; cells starved in 0.2% serum; 100% = growth in 10% serum; proliferation, % at 10 µM; 0.29% of 330,000 active; AID 2380, 2010;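 active = compounds whose signal lies at least 3.5 SD above the mean of all wells on their plate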;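 note: 0% = DMSO-treated cells in low-serum medium and 100% = 10% serum control; some compounds called inactive have numbers as strong as hits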
# mIAP inh: inhibitors of mouse IAP, primary screen, biochemical, luminescence, uHTS; intestinal alkaline phosphatase [Mus musculus]; purified mouse IAP, CDP-Star luminescence, 30 min; inhibition, % at 10 µM; 0.2% of 330,000 active;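 active = inhibition of at least 40% at 10 µM in the primary screen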;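 note: plate controls were DMSO with enzyme for no effect and no enzyme wells for full effect; values of inactives mirror those of a sister screen read the other way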
# A3G deaminase: APOBEC3G DNA deaminase inhibitors, primary screen, biochemical, fluorescence, single-stranded DNA substrate, uHTS. recombinant A3G, ssDNA deamination FAM/TAMRA fluorescence. AID 493012, 2011. DNA dC->dU-editing enzyme APOBEC-3G (Homo sapiens), Q9HC16. inhibition, % at 20 µM. 0.28% of 330,000 active;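 active = inhibition of at least 40% at 20 µM, with no more than 30% in the related APOBEC3A deaminase screen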;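 note: plate controls were DMSO wells with A3G for no effect and wells lacking A3G enzyme for full effect; some compounds called inactive have numbers as strong as hits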
# Starred values were filed as active, the others as inactive; · = no result given.
1	CCS(=O)(=O)N1CCC(C(=O)NCC2CCCO2)CC1 (centres undefined)
2	CC(=O)Nc1ccc(S(=O)(=O)N(C)CC(=O)OCC(=O)NCc2ccco2)cc1
3	COc1ccc(N(CC(=O)Nc2ccccc2C(=O)NCc2ccco2)S(C)(=O)=O)cc1
4	COc1ccc(NC(=O)c2ccc(Oc3ncccn3)cc2)cc1
5	CCCCC(CC)C1OCC(C[N+]2(C)CCOCC2)O1 (centres undefined)
6	CC(C)C1CC(CCN2CCCCC2)(c2ccccc2)CCO1 (centres undefined)
7	Cc1cc(N(C)C)c(C#N)c(N2CCOCC2)n1
8	CCN1CCN(Cc2ccccc2NC(=O)Nc2ccc(C)cc2)CC1

screen / no.	1	2	3	4	5	6	7	8
APOBEC3A inh	0	-1	-5	2	29	-3	1	9
hIAP inh	-11	4	-6	-8	-14	2	-30	15
ATG4B inhibitor	-3	-4	-3	-11	1	-5	-5	-10
MPTP inh	-1.2	-0.6	-0.9	0.0	-0.5	-0.4	0.5	-1.1
mIAP act	0.97	0.96	1.1	0.99	1	0.97	1	1.3
hIAP act	1.1	0.96	1.1	1.1	1.1	0.98	1.3	0.85
MIN6 prolif	2	0	-2	-2	0	1	-1	-3
mIAP inh	3	4	-10	0	-4	3	-4	-27
A3G deaminase	-5	-9	-7	-3	19	-3	1	3

9	CCN(Cc1ccncc1)Cc1cn[nH]c1-c1cc(OC)c(OC)c(OC)c1
10	Cc1cc(NC(=O)CSc2nccn2C)n(-c2ccccc2)n1
11	Cc1cc(C)c(C(=O)N2CCCC(Nc3ccc(F)cc3)C2)o1 (centres undefined)
12	Nc1c(-c2ccccc2)n[nH]c1-c1ccccc1
13	COc1ccc(OC)c(-c2cc(C(F)(F)F)c3c(n2)sc2c(O)cc(=O)[nH]c23)c1
14	CN(Cc1ccccc1)c1ccc(C(CC(N)=O)NC(=O)c2ccc(Br)cc2)cc1[N+](=O)[O-] (centres undefined)
15	Cc1ccccc1Nc1nnc(SCC(=O)c2c(N)n(C3CC3)c(=O)[nH]c2=O)s1
16	COCC(=O)Nc1ccccc1-c1ccccc1

screen / no.	9	10	11	12	13	14	15	16
APOBEC3A inh	6	-5	-1	0	-2	0	-4	0
hIAP inh	-6	-3	-4	-9	-4	-4	14	15
ATG4B inhibitor	-6	-9	3	-4	-2	-18	-11	0
MPTP inh	-0.4	-0.7	-1.4	0.0	0.5	-0.8	-1.7	-0.5
mIAP act	0.95	1	1	1	0.95	0.99	0.98	0.97
hIAP act	1.1	1	1	1.1	1	1	0.86	0.85
MIN6 prolif	-1	-2	1	-2	0	-8	-1	2
mIAP inh	5	-3	-2	-2	5	1	2	3
A3G deaminase	-9	-3	12	-5	-4	-9	-13	-3

17	COc1ccc(CNC(=O)CCC(=O)N2CCN(S(=O)(=O)c3ccc(Cl)cc3)CC2)cc1
18	CC(=O)C[C@H](O)CC(=O)[C@H]1OC(=O)[C@H](C)CCCCc2ccccc21
19	COc1ccc(CCNS(=O)(=O)c2ccc3c(c2)CCN3C(=O)CCC(=O)O)cc1OC
20	CC(OC(=O)CCN=C1NS(=O)(=O)c2ccccc21)C(=O)Nc1ccc(N(C)C)cc1 (centres undefined)
21	OC(COCc1ccccc1)CN1CCN(c2ccccc2F)CC1 (centres undefined)
22	CN(Cc1ccccc1)S(=O)(=O)c1cccc2nsnc12
23	COC(=O)[C@]1(C)CCC[C@@]2(C)C3CC[C@@]4(C)C[C@]3(CC[C@H]12)C[C@H]4O (some centres undefined)
24	CC1CC(C)(C)CC2(C1)NC(=O)N(CC(=O)NCc1ccccc1F)C2=O (centres undefined)

screen / no.	17	18	19	20	21	22	23	24
APOBEC3A inh	-8	1	-10	6	-1	1	-2	14
hIAP inh	22	13	2	-4	-3	6	2	1
ATG4B inhibitor	-9	·	9	-3	-4	0	-3	6
MPTP inh	-0.8	-1.9	-1.7	-2.0	-1.2	-0.2	0.7	0.3
mIAP act	1	0.93	0.99	0.96	0.95	1	0.99	0.93
hIAP act	0.78	0.87	0.98	1	1	0.94	0.98	0.99
MIN6 prolif	3	0	-2	1	-3	-2	-2	0
mIAP inh	-4	7	1	4	5	0	1	7
A3G deaminase	-16	4	-2	-2	-4	1	-7	-6

25	C#CCN(C(=O)c1ccc(OC2CCN(Cc3ccccn3)CC2)cc1)C1CCCCC1
26	O=C(NC1CCCCC1)NC1CC2CCC(C1)N2C(=O)NCc1ccccc1 (centres undefined)
27	Cc1ccccc1C(=O)N1CCC(C(=O)Nc2nc3ccc(F)cc3s2)CC1
28	COC(=O)c1ccc(C23CC4(C2)[C@H](CN(C)[C@@H]4c2ccccc2)C3c2ccc(Cl)nc2)cc1 (some centres undefined)
29	CCC1CCCCN1C(=O)c1ccc2nc(Cc3ccc(OC)cc3)oc2c1 (centres undefined)
30	Cc1ccc(C(=O)N2N=C(c3ccc(Br)cc3)CC2c2ccccc2O)cc1 (centres undefined)
31	CCC(C(=O)Nc1ccc([N+](=O)[O-])cn1)c1ccccc1 (centres undefined)
32	CN(C)c1ccc(NC(=O)c2cccc(N3C(=O)CCC3=O)c2)cc1

screen / no.	25	26	27	28	29	30	31	32
APOBEC3A inh	-6	2	0	-3	-2	-6	-2	-5
hIAP inh	-4	6	-10	11	8	0	4	-36
ATG4B inhibitor	-5	·	-9	-8	3	-17	-11	-4
MPTP inh	-0.7	·	-1.7	0.7	-0.1	2.5	0.0	-0.6
mIAP act	0.99	1	0.96	0.99	0.98	0.96	0.93	0.95
hIAP act	1	0.94	1.1	0.89	0.92	1	0.96	1.4
MIN6 prolif	3	-1	-2	-8	0	-5	-2	-4
mIAP inh	1	0	4	1	2	4	7	5
A3G deaminase	-9	-2	-6	-8	-5	-5	-2	-7

# Whole records, quoted from the list. Values in the order: APOBEC3A inh	hIAP inh	ATG4B inhibitor	MPTP inh	mIAP act	hIAP act	MIN6 prolif	mIAP inh	A3G deaminase
# `CCS(=O)(=O)N1CCC(C(=O)NCC2CCCO2)CC1` (centres undefined) is listed as 0	-11	-3	-1.2	0.97	1.1	2	3	-5
# `CCN1CCN(Cc2ccccc2NC(=O)Nc2ccc(C)cc2)CC1` is listed as 9	15	-10	-1.1	1.3	0.85	-3	-27	3
# `COc1ccc(NC(=O)c2ccc(Oc3ncccn3)cc2)cc1` is listed as 2	-8	-11	0.0	0.99	1.1	-2	0	-3
# `OC(COCc1ccccc1)CN1CCN(c2ccccc2F)CC1` (centres undefined) is listed as -1	-3	-4	-1.2	0.95	1	-3	5	-4
# `COc1ccc(CCNS(=O)(=O)c2ccc3c(c2)CCN3C(=O)CCC(=O)O)cc1OC` is listed as -10	2	9	-1.7	0.99	0.98	-2	1	-2

# Carrying on.
33	CN(C)c1nc(Oc2ccc(OCCOc3ccccc3)nn2)nc(N(C)C)n1
34	COc1ccc(CCNC(=O)c2ccc(SC)cc2OC)cc1
35	Cc1ccc(NC(=O)C(CC(C)C)NC(N)=O)cc1 (centres undefined)
36	N=C1c2ccccc2CN1c1ccc(S(=O)(=O)N2CCCCC2)cc1
37	COc1ccc(CN(C)CCc2ccccn2)cc1OC
38	O=C(NCc1ccc(OC(F)(F)F)cc1)C1CC(c2ccccc2[N+](=O)[O-])=NO1 (centres undefined)
39	CC(=O)c1cccc(CN2CCN(Cc3ccc(C)cc3)C(CCO)C2)c1 (centres undefined)
40	CN1CC(c2ccccc2Cl)C2(COc3ccccc3C2=O)C12C(=O)Nc1ccccc12 (centres undefined)

screen / no.	33	34	35	36	37	38	39	40
APOBEC3A inh	-2	-3	0	-4	-2	-4	6	0
hIAP inh	9	7	1	-23	-11	17	17	8
ATG4B inhibitor	2	-12	-5	-3	-6	2	-14	2
MPTP inh	1.3	0.8	1.8	0.3	-2.0	-1.8	0.5	7.5
mIAP act	0.98	1	0.97	1.1	1.1	0.94	0.94	0.95
hIAP act	0.91	0.93	0.99	1.2	1.1	0.83	0.83	0.92
MIN6 prolif	-1	-3	-2	-2	1	-1	2	-6
mIAP inh	2	0	3	-5	-10	6	6	4
A3G deaminase	-1	-4	-3	-10	-8	-6	2	0

41	CCN(CC(=O)Nc1ccc(OC)c(Cl)c1)CC(=O)NC(C)C
42	CC(C)(C)c1ccc2c(c1)N(CC(=O)O)C(=O)CO2
43	CCOc1cc(NC(=O)C2CC2)c(OCC)cc1NC(=O)c1ccccc1OCC
44	O=c1[nH]c(/C=C\c2ccc(O)c(O)c2)nc(O)c1[N+](=O)[O-]
45	CC(C)Nc1nc(NC(C)(C)C)nc(Oc2ccc(=O)n(-c3ccccc3)n2)n1
46	CCNC(=S)N(CCc1ccc(OC)c(OC)c1)Cc1cc2cc(OC)ccc2[nH]c1=O
47	COc1ccc(-c2nn(C)c(=O)[nH]2)cc1
48	COc1ccc(CN2CCNC(=O)C2CC(=O)N(C)CC2CCOCC2)cc1OC (centres undefined)

screen / no.	41	42	43	44	45	46	47	48
APOBEC3A inh	3	0	-2	-1	-6	-4	-3	0
hIAP inh	13	13	8	43*	-11	0	6	-8
ATG4B inhibitor	2	-8	-18	8	2	-8	-3	-3
MPTP inh	0.7	0.1	2.5	1.7	-1.5	-0.3	-0.1	-1.4
mIAP act	1	0.98	0.97	0.52	0.98	0.93	0.98	1
hIAP act	0.87	0.87	0.92	0.57	1.1	1	0.94	1.1
MIN6 prolif	1	0	0	3	7.5*	1	1	-2
mIAP inh	-2	2	3	48*	2	7	2	-4
A3G deaminase	-8	-6	-10	-6	-7	-7	-5	0

49	Cc1ccc2c(c1)N(CCC(=O)NC1CC1)C(=O)C(C)O2 (centres undefined)
50	C=CCOC(Cn1ccnc1)c1ccc(Cl)cc1Cl (centres undefined)
51	Cc1ccc(NC(=O)COc2ncnc3sccc23)cc1S(=O)(=O)N(C)C
52	COc1ccc(/C=C/C(=O)OCC(=O)Nc2cc3oc4ccccc4c3cc2OC)cc1
53	O=C(c1ccc(F)cc1)n1c(=S)nc2ccccn21
54	CN1C(=O)N(S(=O)(=O)c2ccc(F)c(F)c2F)C(=O)C1(C)C
55	O=C(NCc1cccc(Cl)c1)c1ccc(N2CC3CC(C2)c2cccc(=O)n2C3)c(NC(=O)c2cccnc2)c1 (centres undefined)
56	Cc1onc(C(N)=O)c1C(=O)Nc1ncc(C(F)(F)F)cc1Cl

screen / no.	49	50	51	52	53	54	55	56
APOBEC3A inh	-2	-1	1	0	-1	2	0	3
hIAP inh	1	-10	-1	-2	-8	3	11	-12
ATG4B inhibitor	-5	5	-9	·	6	-8	-4	-8
MPTP inh	-2.7	0.8	-0.1	·	1.7	1.9	0.5	0.9
mIAP act	0.92	1.1	0.97	0.99	1	0.91	1	1
hIAP act	0.99	1.1	1	1	1.1	0.97	0.89	1.1
MIN6 prolif	5	1	0	-4	-3	-2	-2	-2
mIAP inh	8	-9	3	1	0	9	-4	-1
A3G deaminase	-4	-7	-2	-8	-1	-1	3	4

# Screening data as filed in PubChem BioAssay.
